# APJ ag = agonists of human apelin receptor APJ, primary screen, CHO-K1 cells, PathHunter beta-arrestin, luminescence; P35414; 0% DMSO wells, 100% apelin; activation, % at 20 µM; actives 0.11% (n = 330,000); AID 2520, 2010;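 active means activation more than six SD over the plate average, tested at 20 µM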;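 further: 0% = DMSO alone and 100% = apelin-13 at 10 nM; some results filed as inactive read as strong as hits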
#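 Test system – PathHunter CHO-K1 APJ (AGTRL-1) beta-arrestin reporter cells · Input – 1000 cells/well · Compound – single test compound dose, 20 µM final, 1% DMSO · Times – compound stimulation 90 min at 25 °C, detection 60 min · Technique – beta-gal luminescence · Read-out basis – APJ–arrestin association signal · Control set – negative DMSO alone, positive Apelin-13 at 10 nM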
# APJ antagonist = antagonists of human apelin receptor APJ, primary screen, CHO-K1 cells, beta-arrestin complementation, luminescence; actives 0.32% (n = 330,000); AID 2521, 2010; P35414; inhibition, % at 20 µM;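 active means inhibition above about 40% at 20 µM, limit read from the data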;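 further: cells challenged with 10 nM apelin-13 agonist together with compound; plate controls were apelin-13 plus DMSO wells for no effect and DMSO wells lacking apelin-13 for full effect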
# 697 NFkB inh = inhibitors of PMA/ionomycin-induced NF-kB reporter, 697 cells, primary screen, B-cell NF-kB inhibitor project, cell-based, luminescence, uHTS. 697 B-cell NF-kB luciferase reporter, 16 h. inhibition, % at 4 µM. actives 0.33% (n = 330,000); in the data active means inhibition above about 35%
# XBP1 UPR activ = activators of adaptive XBP1 UPR arm, primary screen, cell-based, CHO-XBP1 luciferase reporter, luminescence, uHTS; IRE1-XBP1 UPR activation; percent of tunicamycin response, DMSO as zero; activation, % at 20 µM; actives 0.33% (n = 330,000); AID 463104, 2010;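 active means versus positive control, 20 µM dose yields 30% or more activation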;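 further: 100% = tunicamycin at 10 µg/mL and 0% = DMSO only wells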
#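 incubation = overnight seeding at 37 °C, 6 h compound treatment at 37 °C | assay system = CHO-XBP1 cells stably carrying IRE1-XBP1-driven luciferase reporter | input = 1000 cells per well | detection = luciferase luminescence | dosing = single point, 20 µM final compound, 1% DMSO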
# tim23-1 inh = growth inhibitors of tim23-1 mutant yeast, primary screen, luminescence, uHTS. S. cerevisiae tim23-1 growth, BacTiter-Glo luminescence, 24 h. inhibition, % at 20 µM. actives 1.3% (n = 330,000). AID 463212, 2010;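 active means growth inhibition of the mutant yeast at or above 50%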;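 further: temperature-sensitive mutant grown at 25 °C; plate controls were DMSO-treated mutant yeast for no effect and medium wells lacking yeast for full effect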
# Jurkat NFkB inh = inhibitors of induced NF-kB luciferase reporter, primary screen, TCR NF-kB activation inhibitor project, cell-based, luminescence, uHTS | Jurkat, PMA/ionomycin-induced NF-kB luciferase reporter | inhibition, % at 4 µM | actives 0.53% (n = 330,000) | AID 435003, 2010; in the data active means inhibition above about 50%
# Mdm2 MdmX PPI = inhibitors of human Mdm2-MdmX association, primary screen, cell-based, luminescence, split luciferase, SaOS-2, uHTS. Protein Mdm4 (Homo sapiens) + E3 ubiquitin-protein ligase Mdm2 (Homo sapiens), …. SaOS-2 split-luciferase Mdm2/MdmX complementation. inhibition, % at 8 µM. actives 3% (n = 330,000). AID 485346, 2010;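 active means inhibition of at least 50% at 8 µM in the primary screen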
# Target sequence (O15151 whole entry, looked up): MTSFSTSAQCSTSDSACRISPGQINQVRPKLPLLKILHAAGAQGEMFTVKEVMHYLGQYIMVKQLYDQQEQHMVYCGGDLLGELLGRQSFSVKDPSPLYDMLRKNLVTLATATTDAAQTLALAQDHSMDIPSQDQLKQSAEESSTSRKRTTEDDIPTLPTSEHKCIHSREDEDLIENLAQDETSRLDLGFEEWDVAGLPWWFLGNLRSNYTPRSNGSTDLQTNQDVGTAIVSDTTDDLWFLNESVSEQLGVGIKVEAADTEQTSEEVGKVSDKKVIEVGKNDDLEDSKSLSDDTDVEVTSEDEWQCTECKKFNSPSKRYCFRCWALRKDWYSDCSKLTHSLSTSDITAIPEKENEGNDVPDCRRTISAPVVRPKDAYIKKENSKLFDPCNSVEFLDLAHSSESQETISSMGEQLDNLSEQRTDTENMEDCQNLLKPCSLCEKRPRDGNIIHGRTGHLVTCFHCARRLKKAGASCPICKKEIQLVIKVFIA
# Target sequence (Q00987 whole entry, looked up): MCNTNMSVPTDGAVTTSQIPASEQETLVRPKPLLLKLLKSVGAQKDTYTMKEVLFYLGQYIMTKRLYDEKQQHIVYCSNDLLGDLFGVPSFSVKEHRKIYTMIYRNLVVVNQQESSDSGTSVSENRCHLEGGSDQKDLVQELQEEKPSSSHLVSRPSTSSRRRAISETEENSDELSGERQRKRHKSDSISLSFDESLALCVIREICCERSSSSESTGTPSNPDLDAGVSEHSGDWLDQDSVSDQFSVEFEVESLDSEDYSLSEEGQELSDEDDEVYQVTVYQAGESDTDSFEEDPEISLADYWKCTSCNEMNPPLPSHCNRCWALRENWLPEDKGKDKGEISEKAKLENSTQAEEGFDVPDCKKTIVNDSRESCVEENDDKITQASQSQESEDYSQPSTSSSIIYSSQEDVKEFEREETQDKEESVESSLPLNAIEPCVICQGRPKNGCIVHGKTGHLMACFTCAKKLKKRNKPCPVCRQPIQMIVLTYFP
# CHOP UPR activ = activators of apoptotic CHOP UPR arm, primary screen, cell-based, CHO-CHOP luciferase reporter, luminescence, uHTS. actives 0.34% (n = 330,000). activation, % at 10 µM. UPR activation; percent of tunicamycin response over DMSO baseline. AID 449763, 2010;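 active means at 10 µM dose, activation of 40% or more, normalized to positive control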;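 further: 100% = tunicamycin at 10 µg/mL and 0% = DMSO alone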
#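 Assay system: CHO cells with stable CHOP pathway luciferase reporter; Buffer or medium: F12 plus 10% serum; Times: 16-18 h cell attachment, then 6 h compound exposure, 37 °C; Signal: luciferase luminescence; Read-out basis: percent activation relative to tunicamycin control; Control set: tunicamycin high control, DMSO low control.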
# * hit, by the source's call.
SMILES,APJ ag,APJ antagonist,697 NFkB inh,XBP1 UPR activ,tim23-1 inh,Jurkat NFkB inh,Mdm2 MdmX PPI,CHOP UPR activ
CCCCn1c(N)c(N(CC(C)C)C(=O)c2ccc(S(=O)(=O)N3CCC(C)CC3)cc2)c(=O)[nH]c1=O,-4,6,12,5,-3,26,1,-0.5
COc1ccc(C(=O)COC(=O)Cn2cnc3c2c(=O)n(C)c(=O)n3C)c(OC)c1,-2,13,4,-6,9,5,-5,2.0
C=CCSc1nc2c(c(=O)[nH]c(=O)n2C)n1Cc1ccc(C)cc1,-2,7,-38,9,-3,15,46,1.7
Cn1cnnc1Sc1cc(N2CCN(S(=O)(=O)c3ccccc3)CC2)ccc1[N+](=O)[O-],-5,17,-5,0,19,-7,-6,-0.4
CCCCC1NC(=S)N(C2CCCCC2)C1=O (centres undefined),-2,2,4,0,58*,-4,-14,0.4
CCOc1cc(S(=O)(=O)N2CCN(CC)CC2)ccc1Cl,-1,6,8,-4,10,11,6,0.1
CCCCCCCC(=O)OC(CN1CCCCC1)CN1CCCC1=O (centres undefined),0,-5,14,-2,5,13,21,-2.9
CN1CCC(=O)N([C@H](CSc2ccc(Br)cc2)c2ccccc2)CC1,2,-6,-9,1,-17,-43,-35,3.4
CCN(CC)CCOc1ccc2c(c1)C(=NNC(=O)c1ccccn1)c1cc(OCCN(CC)CC)ccc1-2,-4,29,13,-5,-39,-31,46,0.7
Cn1c(N)c(C(=O)COC(=O)c2cc3ccccc3cc2O)c(=O)n(C)c1=O,1,-4,-16,-1,-15,-5,16,2.4
COc1ccc2c(c1)CC(C1(O)C(=O)Nc3ccccc31)C2=O (centres undefined),-5,-1,15,1,12,6,6,2.0
CC(C)C(=O)Nc1ccc(C(=O)Nc2ccc(Br)cc2F)cc1,-3,1,-67,0,1,-37,-2,4.6
Cc1cccc(NC(=O)c2cc3ccccc3o2)c1,-4,22,-50,-1,54*,-173,-178,3.3
O=C(O)c1cc(C(=O)C2CCCCC2)c[nH]1,-1,-6,14,-5,-1,21,-1,-0.9
O=[N+]([O-])c1ccc(Cl)c(S(=O)(=O)Nc2ccc(-c3ccc(N4CCOCC4)nn3)cc2)c1,3,10,0,2,7,13,8,0.3
CCOc1ccccc1N1CCN(S(=O)(=O)CC)CC1,2,6,-10,0,4,-4,-17,-1.8
Cc1cc(C(=O)C(C)OC(=O)c2cnccn2)c(C)n1-c1ccccc1 (centres undefined),3,-1,-13,-4,25,-16,-17,-0.6
CC(=O)Oc1cc2c(cc1Cl)C1(CC(c3ccccc3Cl)O2)CC(C)(C)NC(=S)N1 (centres undefined),1,11,2,7,18,13,56*,5.8
CCc1ccc(N(C(=O)CNC(=O)c2cccs2)C(C(=O)NC(C)(C)C)c2cc(OC)c(OC)c(OC)c2)cc1 (centres undefined),-6,4,5,-1,14,-14,14,-1.5
O=C1NC(=O)/C(=C\c2ccc(OCc3ccccc3)cc2)S1,-2,34,-16,0,9,7,12,-0.1
CC(Sc1nnc2ccccn12)C(=O)NCc1ccc2c(c1)OCO2 (centres undefined),-2,-6,4,3,-3,-3,4,0.2
O=C1NC[C@H](CC2CCCCC2)N(CCc2cccc(F)c2)C1=O,-4,-45,16,9,14,26,-14,-0.2
Cc1ccc(C)c(OCCC(=O)OCC(=O)NCc2ccccc2)c1,-4,12,9,1,5,-6,11,0.3
COCCn1cc(C(=O)N2CCCC(C)C2)c2c3ccccc3n(C)c2c1=O (centres undefined),-5,22,6,-1,26,-4,-25,-1.5
CCC(C)(C(=O)NC1CCCCC1)N(C)C(=O)c1ccc2c(c1)OCO2 (centres undefined),0,4,20,0,15,11,-8,0.1
SMILES,APJ ag,APJ antagonist,697 NFkB inh,XBP1 UPR activ,tim23-1 inh,Jurkat NFkB inh,Mdm2 MdmX PPI,CHOP UPR activ
CC(C)CCN1C(=O)c2ccc(C(=O)Nc3cccc(S(N)(=O)=O)c3)cc2C1=O,-4,1,-21,0,0,-5,7,-0.3
N#C/C(=C\C1CC2C=CC1C2)c1nc2ccccc2[nH]1 (centres undefined),0,8,-26,7,28,2,15,2.5
O=C(NCc1ccccc1)c1cccc(NC(=O)c2ccco2)c1,-1,2,20,2,10,17,15,-0.9
CCOn1c(=O)c(-c2cccc([N+](=O)[O-])c2)[n+]([O-])c2ccccc21,-2,6,10,-1,-28,-2,30,-1.5
CC(C)c1ccc(-c2nn(-c3ccccc3)cc2C(=O)NCC2CCCO2)cc1 (centres undefined),-3,-12,13,0,41,7,34,-0.1
CC(C)CNC(=S)N(CCN(C)C)Cc1cc2cc3c(cc2[nH]c1=O)OCCO3,-3,-4,4,-3,-6,-14,28,-1.5
CC(C)N(C(=O)N1CCC(c2nc(-c3ccncc3)no2)CC1)C(C)C,-2,12,-18,-2,28,15,0,-3.0
COCc1cc(=O)[nH]c(/N=C(\N)Nc2ccc(Oc3ccccc3)cc2)n1,0,-6,-20,0,-13,20,3,-1.0
Cc1cccc(NS(=O)(=O)c2cccc(C(=O)NCCCN3CCCC3=O)c2)c1,-4,-6,-1,-2,4,9,-1,-1.1
O=C(Nc1ccc(CN2CCOCC2)cc1)c1cc(Cl)ccc1Cl,-2,3,6,1,11,2,-3,4.1
NC(=O)CN1CCCC1c1ccc2c(c1)OCCO2 (centres undefined),1,8,-1,-1,8,-2,23,1.2
CCOC(=O)c1cnn(C)c1NC(=O)c1ccc(Cl)cc1Cl,-3,9,-2,1,20,-19,9,-0.1
O=C(O)CC(Cc1ccc(Br)cc1)C(=O)O (centres undefined),0,8,9,1,8,10,-11,0.5
CCc1ccc2[nH]c(=O)c(CN(CCN(CC)CC)C(=S)NCc3ccco3)cc2c1,-4,6,10,1,-5,-2,46,1.2
COc1cc(C(=O)N(CCc2ccccc2)C2=CC3CCC(C2)N3C)cc(OC)c1OC (centres undefined),2,10,-1,0,-1,-4,19,-2.4
O=C(N=Nc1c(O)[nH]c2ccc([N+](=O)[O-])cc12)c1ccccc1Cl,-9,25,5,-2,-4,4,-9,1.4
Cc1cccc(C(=O)N2CCN(S(=O)(=O)N3CCCCCC3)CC2)c1,-3,-9,-6,-1,9,18,-1,1.7
O=C1CC(c2ccc(F)cc2)Sc2nc(-c3ccccc3)c(-c3ccccc3)n21 (centres undefined),-3,-18,12,-3,-8,-7,1,2.1
CCOC(=O)c1c(NC(=O)CSc2nnc(-c3ccco3)o2)sc(C(C)=O)c1C,0,9,7,-4,12,0,22,-1.1
CCOC(=O)c1cnc2c(C(=O)OC)cccc2c1NCCN1CCOCC1,-3,6,-27,1,18,-15,-30,-0.6
O=C(Cc1cccc2ccccc12)N/N=C/c1ccc(Sc2cccc3cccnc23)o1,-5,-3,-15,4,31,2,16,2.7
O=C(NCC(c1ccco1)N1CCc2ccccc2C1)C(=O)Nc1ccc(F)cc1F (centres undefined),0,16,-3,0,24,2,28,0.1
CC(=O)c1sc(-c2ccc(Cl)cc2)nc1C,-4,8,-22,1,31,-36,-21,5.1
CC(=O)Nc1c(C)nn(-c2ccc(C)c(C)c2)c1C,-7,-1,3,-2,5,-8,-24,1.2
COC(=O)c1cnc(SC)nc1C,2,-3,-8,6,0,-1,-9,0.3
SMILES,APJ ag,APJ antagonist,697 NFkB inh,XBP1 UPR activ,tim23-1 inh,Jurkat NFkB inh,Mdm2 MdmX PPI,CHOP UPR activ
Cc1ccc(C(=O)NCCOc2cccc(C)c2)cc1,-3,-2,-26,-1,15,-20,-93,3.7
CSc1ccccc1NC(=O)CN(C)C(=O)Cc1c[nH]c2ccccc12,0,-17,-6,1,-4,9,9,2.3
Cc1cc(C)cc(NC2=C(N)C(=O)c3ccccc3C2=O)c1,0,2,-116,-5,13,-96,-30,6.8
Cc1cccc(NC(=O)CN2C(=O)/C(=C3\SC(=S)N(CC4CCCO4)C3=O)c3ccccc32)c1 (centres undefined),10,-58,2,3,4,12,33,2.0
COC(C(=O)Nc1ccnn1C1CCN(C(=O)c2cccc(F)c2)CC1)c1ccccc1 (centres undefined),-3,-3,18,0,4,-4,-14,-0.7
CC(C(=O)Nc1ccc(OCc2ccccc2)cc1)N1CCCC1 (centres undefined),-6,-11,-14,1,3,-33,-3,0.8
O=C(CC1CCCCC1)NCCS(=O)(=O)N1CCN(c2ccccc2)CC1,-2,14,0,-2,0,8,23,-1.0
Cc1cc(C(=O)Nc2cccc3ccccc23)n(-c2ccccc2)n1,-2,-11,-6,0,17,-3,-14,1.7
CCn1ncc(Br)c1C(=O)Nc1ccccc1OC,-4,7,10,4,11,9,25,-0.4
Cc1ccccc1N1CCN(C2CCCN(C(=O)c3ccc(Cl)s3)C2)CC1 (centres undefined),-6,-17,0,-3,30,15,35,0.0
COc1ccc(/C=N/NC(=O)c2cccc(OC(F)(F)C(F)F)c2)c(OC)c1OC,-1,-10,6,0,10,5,-25,3.1
Cc1ccc(-c2csc(N3N=C(c4ccccc4)/C(=C\c4ccc(N(C)C)cc4)C3=O)n2)cc1,-12,37,3,-1,32,-10,8,2.8
O=C(O)COc1ccccc1/C=N/NC(=O)COc1ccc(-c2ccccc2)cc1,-3,16,-9,-1,10,2,-7,-1.0
COc1ccc(CCNC(=O)c2ccc(=O)[nH]n2)cc1OC,0,3,3,-2,11,4,10,-2.3
O=C(CSc1n[nH]c(-c2ccncc2)n1)Nc1ccccc1Cl,-2,-33,8,-4,-3,4,19,1.8
CCC(=O)c1ccc(OCC(=O)NCC2COc3ccccc3O2)cc1 (centres undefined),2,-11,6,-3,20,3,0,-2.4
CCN(CC(=O)Nc1c(F)cccc1F)C(=O)CNC(=O)c1ccc2c(c1)OCO2,-5,8,-1,-2,-21,-7,12,-0.3
CCOc1cc(-c2n[nH]c(=S)n2Cc2ccccc2)ccc1OC(F)F,-4,-21,10,-2,22,4,-1,1.0
Cc1cc(NC(=O)c2ccc(S(=O)(=O)N3CCOCC3)cc2)nc2c1c(=O)oc1ccccc12,1,-4,6,2,14,-28,25,2.9
O=C(COC(=O)C1CC1)Nc1ncc(Cl)cc1Cl,7,13,-12,1,-1,-6,6,1.2
Cc1ccc(NC(=O)C(NCc2ccccn2)c2ccccc2)cc1 (centres undefined),-1,5,-7,1,2,-14,-53,5.2
